Screens (PubChem BioAssay)
S3 lipid droplet = qHTS Assay for Lipid Storage Modulators in Drosophila S3 Cells. Drosophila S3 cells, BODIPY lipid droplet fluorescence, 18-24 h; cells fed with added oleic acid. Potency in µM for hits, for the others lipid storage change, negative = inhibition, % at the top dose, mostly 46.1 µM. 0.64% of 320,000 active. AID 2685; active means well fitted inhibition curve with a large enough effect in the signal ratio, with a control signal flat, not every such curve was filed as active; inconclusive means small, poorly fitted or top-dose-only effect, or effect the other way, or a change in a side signal; the % refers to the signal ratio
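Drosophila S3 cells got compounds at several concentrations plus oleic acid (400 uM solution). Laser-scanning cytometry with 488 nm excitation read lipid droplets at 500-530 nm and cells at 575-640 nm. Percent activity was relative to 20 uM Triacsin C.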
S3 lipid droplet cell count max = recorded beside S3 lipid droplet, whose call it bears; cell number change, %; measured here: cell count max response;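 cells counted by Cell Tracker Red CMTPX staining in the red channel; peak over a dose series mostly up to 46.1 µM; percent activity relative to internal control wells on each plate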
The depositor's hits bear a star; i = inactive; ? = inconclusive; nt = not tested or not shown. On the % scale 0 is the no-effect control and ±100 the full control effect; potency means the concentration at half of the fitted maximal effect. Some of the compounds tested (hit frequency here may not be typical).

Structure,S3 lipid droplet,S3 lipid droplet cell count max
O=C(CN1CCN(S(=O)(=O)c2ccc(F)cc2)CC1)Nc1ccc(Cl)c(C(F)(F)F)c1,-7%,-7
COc1ccc(CNC(=O)[C@H](C)NC(=O)C2CCN(S(=O)(=O)c3ccccc3)CC2)cc1,?,nt
O=C(N/N=C/c1c(Nc2cccc(C(F)(F)F)c2)nc2ccccn2c1=O)c1ccccc1[N+](=O)[O-],5%,-1
CN1CCN(c2ccc(NC(=S)NC(=O)c3cccc4ccccc34)cc2)CC1,?,nt
CCOC(=O)c1c(C)[nH]c(C)c1C(=O)COC(=O)c1nc2nccc(C)n2n1,14%,-16
COC(=O)CSc1cccc2c1C(=O)CC2c1ccccc1 (stereo not given),?,nt
O=C(CCn1cccc1)Nc1nccs1,6%,1
Cc1ccc(S(=O)(=O)N(C)CC(=O)Nc2cc(C)ccn2)cc1,i,nt
COC(=O)c1sccc1NC(=O)c1c(Cl)cccc1Cl,211%,-5
CCOC(=O)CCC(=O)O[C@H]1[C@H](O[C@@H]2[C@@H](C)[C@H](O[C@H]3C[C@@](C)(OC)[C@@H](O)[C@H](C)O3)[C@@H](C)C(=O)O[C@H](CC)[C@@](C)(O)[C@H](O)[C@@H](C)C(=O)[C@H](C)C[C@@]2(C)O)O[C@H](C)C[C@@H]1N(C)C,?,nt
S=C(NCc1ccc(Cl)cc1Cl)Nc1ccccc1,?,nt
CCC(=O)N1c2ccc(S(=O)(=O)N3CCN(c4cc(C)ccc4C)CC3)cc2CC1C (stereo not given),?,nt
CNC(=O)C(=O)Nc1ccc2c(c1)N(S(=O)(=O)c1cccs1)CCC2,12%,nt
COC(=O)[C@H](CCSC)NC(=O)N1CCN(Cc2ccccc2)CC1,?,nt
COc1ccc(CCNC(=O)c2ccc3c(c2)N(Cc2ccc(F)cc2)CCS3)c(OC)c1,?,nt
CCc1nnc(NC(=O)CSc2nnc(-c3ccco3)n2CCOC)s1,0%,7
COc1ccc(Oc2cccc(Cl)c2CNC(=O)CSCC(=O)O)cc1,?,nt
Cc1csc(=O)n1CC(=O)OCc1nnc(-c2ccccc2)o1,?,nt
C=CCC1(CC=C)CCCN1C(=O)C1CCC(=O)N(CCc2ccccc2)C1 (stereo not given),?,nt
COc1ccc(-n2cnnc2SCCC#N)cc1,21%,nt
CC(C)[C@H](NC(=O)[C@@H]1CSC2c3ccccc3C(=O)N21)C(=O)NCC1CCCO1 (stereo not given in full),i,-3
COc1ccc(S(=O)(=O)Nc2ccc3c(c2)n(C)c(=O)n3C)cc1F,i,nt
O=C(NCCN1CCN(c2ccccc2)CC1)Nc1ccccc1Br,-51%,1
Cc1ccc(NC(=O)C2CCN(S(=O)(=O)c3ccc(Cl)c(C(F)(F)F)c3)CC2)nc1,?,nt
CCOc1cc(Br)ccc1S(=O)(=O)NCc1ccccc1,?,nt
O=S(=O)(NCC(c1ccco1)N1CCCCC1)c1cccc(C(F)(F)F)c1 (stereo not given),8%,-22
COCCNC(=O)C(NC(=O)C1CCCCC1)C(C)C (stereo not given),0%,-20
Cc1ccc(NC(=O)COC(=O)CNC(=O)c2ccc3ccccc3c2)c([N+](=O)[O-])c1,?,nt
O=C(O)c1ccc(NS(=O)(=O)c2cc(Cl)ccc2Cl)cc1,-4%,4
CC(=O)c1cccc(Oc2cc(NN3CCCCC3)c([N+](=O)[O-])cc2[N+](=O)[O-])c1,?,nt
Clc1cc(Cl)cc(C2=NCCC(c3ccccc3)O2)c1 (stereo not given),?,nt
CCOC(=O)N1CCN(C(=O)c2cn(C)c3ccc(S(=O)(=O)N(C)C4CCCCC4)cc3c2=O)CC1,?,nt
COc1c(OC(C)=O)c(=O)n2c3ccccc3c3ccnc1c32,7%,3
CCOC(=O)Cn1nc(C)n(-c2ccc(Cl)cc2)c1=O,?,nt
O=C(Nc1cccc([N+](=O)[O-])c1)C1CCN(C(=O)Cc2ccccc2)CC1,-13%,-11
CC(C)n1cc(-c2nc(C(=O)NN)cs2)c(=O)n(Cc2ccccc2)c1=O,?,nt
C=CCn1c(SCC(=O)c2cc(C)n(C)c2C)nnc1-c1ccncc1,?,nt
Cc1sc2ncn(CC(=O)OCC(=O)NC(C)(C)C)c(=O)c2c1C,11%,-2
Cc1cc(N2C(=O)CCC2=O)ccc1NC(=O)c1cccs1,?,nt
CC(=O)Nc1nnc(SCC(=O)c2ccc(F)cc2)s1,-1%,4
CCCn1nnc(NC(=O)C(C)Oc2ccc(Cl)cc2Cl)n1 (stereo not given),?,nt
COc1cc(C(=S)N2CCOCC2)ccc1OS(=O)(=O)c1ccccc1[N+](=O)[O-],5%,11
CCOc1ccc(C(=O)COc2ccc(NC(C)=O)cc2)cc1,?,nt
CCOC(=O)COc1ccc(Br)cc1/C=C\c1[nH]c(=O)[nH]c(=O)c1[N+](=O)[O-],21µM*,-22*
CC[C@@H]1C=C(C)C[C@H](C)C[C@H](OC)[C@H]2O[C@@](O)(C(=O)C(=O)N3CCCC[C@H]3C(=O)O[C@H](/C(C)=C/[C@@H]3CC[C@@H](O)[C@H](OC)C3)[C@H](C)[C@@H](O)CC1=O)[C@H](C)C[C@@H]2OC,-3%,-11
C/C(CC(=O)Nc1ccc(Cl)c(C(F)(F)F)c1)=N\NC(N)=S,-13%,-8
CN(C(=O)COc1ccc([N+](=O)[O-])cc1)C1CCS(=O)(=O)C1 (stereo not given),-3%,-9
Cc1ccc(NCC(=O)N/N=C/c2cccn2C)cc1,?,nt
CCC(CC)N1CCN(S(=O)(=O)c2ccc(OC)cc2)CC1,?,nt
CCC(C)Nc1nnnc2c1sc1nc3c(cc12)COC(C)(C)C3 (stereo not given),?,nt

Further entries:
Structure,S3 lipid droplet,S3 lipid droplet cell count max
CCCCn1c(N)c(N(CC(C)C)C(=O)c2cccs2)c(=O)[nH]c1=O,?,nt
CC(=O)Nc1ccc(C(=O)N/N=C/c2ccccc2OC(=O)c2ccc(Cl)cc2)cc1,0%,-2
Cc1ccc(-c2noc(CN(C(=O)c3ccc4c(c3)OCO4)C(C)C)n2)cc1,?,nt
COc1ccc(OC(C)C(=O)N(C)Cc2nc(-c3ccccc3)no2)cc1 (stereo not given),?,nt
COc1ccc(S(=O)(=O)N(C)c2ccc(C(N)=O)cc2)cc1,18µM*,nt
Cc1cc(C(F)(F)F)n(-c2nc(C(=O)N/N=C/c3ccc(F)cc3)cs2)n1,19%,-10
O=C(O)CN1C(=O)/C(=C/c2cccc(Cl)c2)Oc2ccccc21,-6%,-7
O=C(NCCCN1CCCC1=O)c1cccc(S(=O)(=O)Nc2ccc(Br)cc2)c1,?,nt
Cc1sc(NC(=O)CN2CCOCC2)c(C#N)c1C,6%,1
Nc1nc(SCC(=O)N2CCCC2)[nH]c(=O)c1NC(=O)c1ccco1,?,nt
CC1(C)NC(=O)N(CC(O)CN(c2cccc([N+](=O)[O-])c2)S(=O)(=O)c2ccccc2)C1=O (stereo not given),?,nt
O=C(c1cccc(C(F)(F)F)c1)C1CCCN(Cc2cccn2-c2ncccn2)C1 (stereo not given),-1%,5
CCC(C)N1C(=O)CCC1C(=O)O (stereo not given),?,nt
Cc1nn(C(=O)N2CCCCC2)c(C)c1CN1C(=O)c2ccccc2C1=O,?,nt
Cc1cccc(NC(=O)CSc2nnnn2-c2ccc3c(c2)OCCO3)n1,-6%,15
O=C(OCC(=O)N1CCOCC1)c1ccc2[nH]c3c(c2c1)CCCC3,10%,0
O=C(CC(=O)Nc1ccccc1C(F)(F)F)Nc1ccccc1C(F)(F)F,?,nt
Cc1cc(NC(=O)C(C)SCC(=O)Nc2cc(C(F)(F)F)ccc2N2CCCCC2)no1 (stereo not given),?,nt
COc1ccc(N2CCN(C(=O)c3cc(C4CC4)nn3-c3ccccc3)CC2)cc1,?,nt
CSc1ccc(C2NC(=O)c3c(sc4c3CCN(C)C4)N2)cc1 (stereo not given),?,nt

Of the compounds above, these contain a furan ring, fused or not.
Structure,S3 lipid droplet,S3 lipid droplet cell count max
CCc1nnc(NC(=O)CSc2nnc(-c3ccco3)n2CCOC)s1,0%,7
O=S(=O)(NCC(c1ccco1)N1CCCCC1)c1cccc(C(F)(F)F)c1 (stereo not given),8%,-22
Nc1nc(SCC(=O)N2CCCC2)[nH]c(=O)c1NC(=O)c1ccco1,?,nt

The list goes on.
Structure,S3 lipid droplet,S3 lipid droplet cell count max
COCCCNC(=O)C1CC(=O)N(CCc2ccc(F)cc2)C1 (stereo not given),?,nt
C/C(=N\NC(=O)c1ccccc1)C1C2C=CC(C2)C1(C)C (stereo not given),i,nt
O=C(Cn1nc(-c2ccc(Cl)cc2)ccc1=O)N1CCN(c2ccccc2)CC1,5%,0
CC(=O)N(C)N(C)c1cc(C)nc(N)n1,?,nt
COc1ccc(C(CC(=O)N2CCOCC2)c2c(O)cc(OC)cc2OC)cc1 (stereo not given),?,nt
CCOC(=O)C1=C(N)Oc2ccc3ccccc3c2C1c1cccc(O)c1 (stereo not given),?,nt
Cc1cc(=O)[nH]c(SCCOc2ccc3c(c2)CCC3)n1,?,nt
COc1cccc(OC)c1/C=C/C(=O)NC1CCCCC1,5%,-13
Oc1ccccc1C=NCCN=Cc1ccccc1O,?,nt
CCN(Cc1ccccc1)C(=O)COC(=O)c1cc(S(=O)(=O)Nc2c(C)n(C)n(-c3ccccc3)c2=O)ccc1C,?,nt
COc1ccc(C2=NOC(CNC(=S)N3CCOCC3)C2)cc1 (stereo not given),8%,12
CC(=O)Nc1ccc(N=NN2CCOCC2)cc1,-4%,-8
Cc1c(NC(=O)C(C)OC(=O)CCc2ccccc2)c(=O)n(-c2ccccc2)n1C (stereo not given),-9%,-14
CC(=O)/C=C/c1ccc(C)o1,-5%,-13
Cc1cc(=O)n2nc(N3CCCC(C(=O)NCCCN4CCc5ccccc5C4)C3)sc2n1 (stereo not given),?,nt
CCC1(C)N=C(c2ccc3c(c2)OCO3)CC(c2ccccc2O)N1 (stereo not given),?,nt
CC(C)CNC1=C(C(=S)Nc2ccccc2)C(=O)CC(C)(C)C1,?,nt
CCOc1ccc(CN2CCN(Cc3cn(CC)nc3C)CC2CCO)cc1 (stereo not given),1%,nt
O=C1C(Cl)=C(N2CCCCC2)C(=O)N1c1ccccc1Cl,?,nt
O=C1SCCC1NS(=O)(=O)c1ccccc1[N+](=O)[O-] (stereo not given),-12%,0

Among those listed so far, these have an NH in an aromatic ring.
Structure,S3 lipid droplet,S3 lipid droplet cell count max
CCOC(=O)c1c(C)[nH]c(C)c1C(=O)COC(=O)c1nc2nccc(C)n2n1,14%,-16
CCOC(=O)COc1ccc(Br)cc1/C=C\c1[nH]c(=O)[nH]c(=O)c1[N+](=O)[O-],21µM*,-22*
CCCCn1c(N)c(N(CC(C)C)C(=O)c2cccs2)c(=O)[nH]c1=O,?,nt
Nc1nc(SCC(=O)N2CCCC2)[nH]c(=O)c1NC(=O)c1ccco1,?,nt
O=C(OCC(=O)N1CCOCC1)c1ccc2[nH]c3c(c2c1)CCCC3,10%,0
Cc1cc(=O)[nH]c(SCCOc2ccc3c(c2)CCC3)n1,?,nt

Remaining list, next part:
Structure,S3 lipid droplet,S3 lipid droplet cell count max
Cn1c(N)c(C(=O)COC(=O)c2cnc(Cl)c(Cl)c2)c(=O)n(C)c1=O,9%,nt
Cc1ccccc1OCCC(=O)Nc1ccc(N2CCOCC2)cc1N1CCOCC1,?,nt
COc1ccccc1NC(=O)N1c2ccc(F)cc2CCC1C (stereo not given),i,nt
CCCCOC(=O)c1ccc(NC(=O)c2ccoc2C)cc1,?,nt
O=C(Nc1ccc(Oc2ncccn2)cc1)c1ccco1,8%,1
Cc1nc2ccc(NC(=S)N3CCN(c4ccccn4)CC3)cc2nc1C,16%,0
O=C(NNC(=S)NCc1ccccc1)c1ccc(Br)cc1,?,nt
Cc1ccccc1S(=O)(=O)Cc1ccc(C(=O)NC2CCCCCC2)o1,?,nt
O=C(c1ccc(CNS(=O)(=O)c2ccccc2)cc1)N1CCN(c2ccccn2)CC1,8%,-1
CC(C)(C)C(=O)CSc1ccc(S(=O)(=O)N2CCN(Cc3ccccc3)CC2)cn1,-18%,3
O=C(COC(=O)c1cc(S(=O)(=O)N2CCOCC2)ccc1Cl)NC1CC1,?,nt
Cc1ccc2cc(CN(C)C(=O)C3CCCO3)c(=O)[nH]c2c1 (stereo not given),?,nt
COCCN1C(=O)Cc2c1nc(N)c1c(N)nc(N3CCN(c4ccc(F)cc4)CC3)c(C#N)c21,?,nt
CCc1ccc2[nH]c(=O)c(CN(CCCN3CCOCC3)C(=O)Nc3cccc(Cl)c3)cc2c1,?,nt
CSc1ccc(/C=C2\CCn3c2nc2cc(C(=O)O)ccc2c3=O)cc1,?,nt
Cc1ccc(Cl)cc1N1CCN(C(=O)c2ccc(NS(=O)(=O)c3c(C)noc3C)cc2)CC1,?,nt
CCn1c(-c2csc(-c3ccccc3)n2)n[nH]c1=S,?,nt
COc1ccc(C(=O)OCC(=O)NC(=O)NC(C)C)cc1OC,?,nt
Cc1ccc(S(=O)(=O)N2CCN(C3CCN(Cc4ccccc4)CC3)CC2)cc1,6%,-12
COC(=O)CC1C(=O)NCCN1C(=O)c1sc2ccccc2c1Cl (stereo not given),?,nt
